Source: PubChem
FN deposition inh: fibronectin deposition inhibition; AH1F fibroblasts, Alexa488-fibronectin deposition fluorescence, overnight; inhibition, % at 12.6 µM; 0.086% of 350,000 active; AID 743247;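 active means mean inhibition across replicates of 30% or more, regardless of how many single replicates reach that level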;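 further: positive control wells lacked labelled fibronectin entirely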
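Measured by – fluorescence 485/525 nm · System – AH1F fibroblast monolayer, labelled fibronectin deposition · Amount – 10000 cells per well · Buffer or medium – serum-reduced DMEM (2% serum) · Doses – single dose, pinned · Also added – fluorescent fibronectin at 24 nM final · Schedule – 1 h cell attachment, overnight exposure to compound and label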
RAD54 inh: inhibitors of human RAD54 branch migration; Q92698; RAD54 Holliday junction branch migration, FAM/BHQ fluorescence; inhibition, % at 10.4 µM; 0.14% of 360,000 active; AID 602329;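 active means mean normalized replicate activity at least 40 and at least half of replicates scoring 40 or more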;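 further: 0% = median of neutral control wells and 100% = median of positive control wells; inhibitors cause a drop in the FAM fluorescence signal; in these data hits start at about 50%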
EWS-Fli inh: blocks EWS/Fli oncoprotein-driven transcription; A673 NR0B1-luciferase reporter, viability-normalised; 0.67% of 350,000 active; inhibition, % at 12.6 µM;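 active means mean inhibition of at least 50% after viability correction, with every replicate also passing that limit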;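 further: firefly luciferase signal divided by Alamar Blue viability fluorescence both relative to DMSO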
E-selectin induc: E-selectin induction on HUVECs | P16581 | HUVEC E-selectin immunofluorescence imaging; normalized: neutral wells 0, TNF-alpha wells 100 | activation, % at 7.58 µM | 0.37% of 260,000 active;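 active means mean E-selectin-positive cell signal at least 10% of the positive control, reached in at least 60% of replicates, without over 20% cell loss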;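 further: in these data hits start at about 27%; measured in HUVEC primary endothelial cells; signal is the percent of cells scored E-selectin positive by PE staining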
Target sequence (P16581 whole entry, looked up): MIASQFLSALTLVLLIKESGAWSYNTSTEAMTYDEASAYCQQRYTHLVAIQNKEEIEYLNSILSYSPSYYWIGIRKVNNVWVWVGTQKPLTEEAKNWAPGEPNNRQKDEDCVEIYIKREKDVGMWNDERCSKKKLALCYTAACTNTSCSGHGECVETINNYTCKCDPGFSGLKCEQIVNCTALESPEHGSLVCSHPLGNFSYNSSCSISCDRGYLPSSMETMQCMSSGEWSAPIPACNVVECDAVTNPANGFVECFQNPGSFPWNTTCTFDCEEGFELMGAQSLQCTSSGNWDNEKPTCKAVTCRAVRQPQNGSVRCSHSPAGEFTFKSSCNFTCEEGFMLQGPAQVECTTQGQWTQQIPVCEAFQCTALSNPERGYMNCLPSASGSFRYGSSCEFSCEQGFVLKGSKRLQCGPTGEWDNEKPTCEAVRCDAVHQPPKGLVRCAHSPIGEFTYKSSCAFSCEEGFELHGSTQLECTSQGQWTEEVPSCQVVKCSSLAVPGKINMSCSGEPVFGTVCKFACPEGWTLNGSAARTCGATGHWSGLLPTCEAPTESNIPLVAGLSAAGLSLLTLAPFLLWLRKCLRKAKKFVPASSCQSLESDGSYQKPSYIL
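Test system: HUVEC | Signal: Immunofluorescence imaging | Read-out: Percent E-selectin-positive cells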
RAD52 anneal inh: blocks human RAD52 DNA annealing | recombinant RAD52 DNA annealing, FRET fluorescence | inhibition, % at 18.7 µM | 0.46% of 360,000 active;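 active means every replicate showing at least 50% inhibition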
Target sequence (P43351 whole entry, looked up): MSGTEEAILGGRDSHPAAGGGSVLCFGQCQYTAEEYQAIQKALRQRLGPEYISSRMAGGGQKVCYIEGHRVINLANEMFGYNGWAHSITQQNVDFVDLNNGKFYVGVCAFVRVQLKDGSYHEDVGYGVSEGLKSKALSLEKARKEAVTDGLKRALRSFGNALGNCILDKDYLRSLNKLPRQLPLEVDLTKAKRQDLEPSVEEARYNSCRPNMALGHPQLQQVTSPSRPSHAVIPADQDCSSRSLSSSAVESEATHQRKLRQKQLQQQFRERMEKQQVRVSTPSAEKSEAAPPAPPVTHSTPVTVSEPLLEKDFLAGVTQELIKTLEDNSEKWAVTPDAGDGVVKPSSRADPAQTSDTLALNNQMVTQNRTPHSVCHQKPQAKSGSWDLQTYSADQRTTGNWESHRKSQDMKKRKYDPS
esBAF inh: inhibitors of esBAF chromatin remodeling in mouse ES cells. reporter increase, % at 12.5 µM. 2% of 350,000 active. Bmi1-luciferase knock-in reporter, 24 h; 100% = twice the neutral-well signal; in the data active means activation above about 40%;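 further: 0% = median of the plate's neutral control wells and 100% = double that signal; a rise in the Bmi1 reporter signal indicates esBAF inhibition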
Xi reactivation: reactivates the inactive X chromosome in mouse fibroblasts; XiGFP mouse fibroblasts, % GFP-positive cells imaging, 3 d; cells co-treated with 5-aza-dC sensitizer; scaled so ellipticine positive control = 100%; activation, % at 7.58 µM; 0.055% of 360,000 active;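 active means mean normalized replicate activation at least 10% and every replicate at or above 10%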;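 further: 0% = median of on-plate neutral control wells and 100% = ellipticine 6 µM median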
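Schedule: 3 d treatment, 15 min room-temperature fixation; system: 68-5-11 XiGFP fibroblast line; buffer or medium: DMEM plus 5-aza-dC sensitizer; control set: ellipticine 6 µM positive control; compound: one concentration, pinned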
S100A4 MyoIIA: S100A4-myosin IIA interaction inhibition; inhibition, % at 10.7 µM; P26447; 0.14% of 360,000 active; S100A4/TAMRA-MyoIIA peptide fluorescence polarization;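 active means mean inhibition of at least 70% across replicates, with every replicate also reaching that level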
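incubation = readout 5 min after mixing, signal stable up to 60 min | system = S100A4 monomer protein | buffer or medium = HEPES pH 7.2 with CaCl2, KCl, NaCl, DTT, Triton | benchmarks = neutral control DMSO, positive control TFP | also added = fluorescent myosin IIA peptide, 5 nM | compound dosing = one concentration per compound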
* marks the source's active call; other numbers are inactive results; / = no result given; & = joins results of further samples; ! = not active in a repeat.

Key to letters – A = FN deposition inh; B = RAD54 inh; C = EWS-Fli inh; D = E-selectin induc; E = RAD52 anneal inh; F = esBAF inh; G = Xi reactivation; H = S100A4 MyoIIA
C[C@@H]1CN([C@@H](C)CO)C(=O)c2cc(NC(=O)CCN3CCOCC3)ccc2O[C@H]1CN(C)Cc1ccc(C(F)(F)F)cc1
  A: 1; B: 1; C: /; D: -7.3; E: -26; F: -3; G: -1.2; H: -2

O=C(NNC(=O)c1cccs1)c1ccc(Cl)cc1
  A: -2; B: /; C: -35; D: /; E: -12; F: /; G: 0.2; H: 10

C[C@@H]1CN([C@H](C)CO)C(=O)c2cc(-c3ccc(C(=O)N(C)C)cc3)cnc2O[C@@H]1CN(C)C(=O)CN(C)C
  A: /; B: -2; C: -18; D: -0.1; E: 5; F: -5; G: 1.7; H: -6

Cn1ccnc1SC(C(=O)O)c1ccccc1 (configuration not stated)
  A: -3; B: 4; C: -3; D: /; E: -6; F: 5; G: 0.0; H: -17

COc1ccc(F)cc1S(=O)(=O)n1cnc2ccccc21
  A: -2; B: -3; C: -1; D: -0.3; E: -11; F: -9; G: 0.0; H: -5

C[C@H]1CCCCO[C@H](CN(C)C(=O)Cc2ccccc2)[C@@H](C)CN([C@@H](C)CO)C(=O)c2cc(NC(=O)c3ccncc3)ccc2O1
  A: /; B: 0; C: -3; D: 0.0; E: -4; F: 0; G: 0.0; H: -1

OCC1(CCCc2ccccc2)CCN(Cc2cnc(N3CCOCC3)s2)CC1
  A: -10; B: 2; C: 21; D: 4.9; E: -16; F: -3; G: 0.0; H: 1

O=S(=O)(c1cccc(-c2cn3ccccc3n2)c1)N1CCCC1
  A: 8; B: /; C: -3; D: /; E: -36; F: /; G: 0.0; H: 2

CC1CN(c2nc3ccccc3nc2SCC(=O)Nc2ccc(F)cc2)CC(C)O1 (configuration not stated)
  A: -7; B: -2; C: 4; D: 0.0; E: -14; F: 12; G: -0.3; H: 2

Cn1c(N2CCCC2)nc2c1c(=O)[nH]c(=O)n2C
  A: 1; B: -1; C: 1; D: 0.0; E: -1; F: -7; G: 0.0; H: 2

CSc1sc2ccccc2[n+]1CCCS(=O)(=O)[O-]
  A: /; B: -16; C: 8; D: /; E: -18; F: 4; G: /; H: -4

O=C(NCC1CC1)[C@@H]1[C@@H](CO)[C@@H]2Cn3c(ccc(-c4cncnc4)c3=O)[C@@H]2N1C(=O)NC1CCCC1
  A: /; B: -3; C: -1; D: -1.7; E: -2; F: -3; G: 0.2; H: 6

O=C(O)c1cc(S(=O)(=O)NCC2COc3ccccc3O2)ccc1Cl (configuration not stated)
  A: -6; B: 8; C: 4; D: /; E: -17; F: 1; G: 0.2; H: -3

Cc1cc2occ(CC(=O)NCc3cccs3)c2cc1C(C)C
  A: -6; B: /; C: -14; D: /; E: -18; F: /; G: 0.0; H: 2

Cn1ccnc1SCC(=O)c1ccc(C#N)cc1
  A: 4; B: 2; C: -10; D: 4.2; E: -5; F: 3; G: -0.1; H: 2

CCn1nc(CC(=O)O)c2ccccc2c1=O
  A: -5; B: /; C: -8; D: 185*; E: 2; F: -4; G: 0.0; H: 4

Cc1cccc(OCC(=O)Nc2cc(C)c(C)cc2O)c1
  A: /; B: -6; C: -1; D: /; E: -5; F: 25; G: /; H: -2

COCCN1Cc2cccc(C(=O)Nc3ccc(S(=O)(=O)N4CCOCC4)cc3)c2C1=O
  A: 14; B: /; C: 2; D: /; E: -13; F: /; G: 0.0; H: -2

Cc1ccc(SCc2c(C(=O)N/N=C/c3ccncc3)nnn2-c2nonc2N)cc1
  A: -5; B: -24; C: /; D: /; E: -1; F: 0; G: 0.0; H: -4

CSc1nc(-c2ccccc2)nc(C(Cl)Cl)n1
  A: 7; B: -2; C: /; D: 0.4; E: /; F: /; G: 0.8; H: /

O=C(COC(=O)CNC(=O)c1cccc(OC(F)F)c1)NCc1ccc2c(c1)OCO2
  A: -12; B: 0; C: 0; D: 0.1; E: -7; F: 6; G: 0.2; H: -2

Fc1ccccc1CSCc1nc2ccccc2[nH]1
  A: 1; B: -1; C: -113; D: /; E: -14; F: 64*; G: 0.3; H: 9

C[C@H](CO)N1C[C@H](C)[C@H](CN(C)Cc2ccc(-c3ccccc3)cc2)Oc2ccc(NS(C)(=O)=O)cc2CC1=O
  A: /; B: 1; C: /; D: 0.1; E: -4; F: 2; G: 0.5; H: -24

CN(CC(=O)Nc1c(Cl)cccc1Cl)C(=O)CCC1CCCC1
  A: 4; B: -5; C: 6; D: /; E: -5; F: /; G: 0.1; H: 4

Cc1noc(NS(=O)(=O)c2ccc(NC(=O)c3oc4ccc(F)cc4c3C)cc2)c1C
  A: 1; B: -6; C: /; D: 0.0; E: -14; F: 7; G: 0.0; H: -2

Cc1ccc(C(=O)N2CCN(C)CC2)cc1S(=O)(=O)N1CCCCCC1
  A: 17; B: 2; C: -1; D: -0.8; E: -9; F: 2; G: -0.1; H: -1

COc1ccc(S(=O)(=O)N2CCCCN3[C@@H](CO)[C@@H](c4ccc(-c5cccnc5)cc4)[C@@H]3C2)cc1
  A: /; B: 1; C: /; D: 0.1; E: -10; F: /; G: 0.0; H: -1

CC12CC3CC(C)(C1)CC(C(=O)N1CCCC1)(C3)C2
  A: -24; B: 0; C: 15; D: 0.0; E: 3; F: -15; G: -0.1; H: -1

Cc1cc(O)ccc1NC(=O)Cc1cccc2ccccc12
  A: 3; B: 2; C: 7; D: /; E: -6; F: -4; G: 0.0; H: -1

COc1ccc(-c2ccccc2[C@H]2[C@@H](C#N)N(C(=O)NC3CCCCC3)[C@H]2CO)cc1
  A: -3; B: /; C: -2; D: 0.2; E: 6; F: /; G: 0.1; H: 2

Taken from the listing (nine entries):
Key to letters – A = FN deposition inh; B = RAD54 inh; C = EWS-Fli inh; D = E-selectin induc; E = RAD52 anneal inh; F = esBAF inh; G = Xi reactivation; H = S100A4 MyoIIA
O=C(COC(=O)CNC(=O)c1cccc(OC(F)F)c1)NCc1ccc2c(c1)OCO2
  A: -12; B: 0; C: 0; D: 0.1; E: -7; F: 6; G: 0.2; H: -2

Fc1ccccc1CSCc1nc2ccccc2[nH]1
  A: 1; B: -1; C: -113; D: /; E: -14; F: 64*; G: 0.3; H: 9

C[C@H](CO)N1C[C@H](C)[C@H](CN(C)Cc2ccc(-c3ccccc3)cc2)Oc2ccc(NS(C)(=O)=O)cc2CC1=O
  A: /; B: 1; C: /; D: 0.1; E: -4; F: 2; G: 0.5; H: -24

CN(CC(=O)Nc1c(Cl)cccc1Cl)C(=O)CCC1CCCC1
  A: 4; B: -5; C: 6; D: /; E: -5; F: /; G: 0.1; H: 4

Cc1noc(NS(=O)(=O)c2ccc(NC(=O)c3oc4ccc(F)cc4c3C)cc2)c1C
  A: 1; B: -6; C: /; D: 0.0; E: -14; F: 7; G: 0.0; H: -2

Cc1ccc(C(=O)N2CCN(C)CC2)cc1S(=O)(=O)N1CCCCCC1
  A: 17; B: 2; C: -1; D: -0.8; E: -9; F: 2; G: -0.1; H: -1

COc1ccc(S(=O)(=O)N2CCCCN3[C@@H](CO)[C@@H](c4ccc(-c5cccnc5)cc4)[C@@H]3C2)cc1
  A: /; B: 1; C: /; D: 0.1; E: -10; F: /; G: 0.0; H: -1

CC12CC3CC(C)(C1)CC(C(=O)N1CCCC1)(C3)C2
  A: -24; B: 0; C: 15; D: 0.0; E: 3; F: -15; G: -0.1; H: -1

Cc1cc(O)ccc1NC(=O)Cc1cccc2ccccc12
  A: 3; B: 2; C: 7; D: /; E: -6; F: -4; G: 0.0; H: -1

(further entries)
Key to letters – A = FN deposition inh; B = RAD54 inh; C = EWS-Fli inh; D = E-selectin induc; E = RAD52 anneal inh; F = esBAF inh; G = Xi reactivation; H = S100A4 MyoIIA
CN1CCN(C(=O)C[C@@H]2C[C@H]3c4cc(NC(=O)Nc5ccccc5F)ccc4O[C@H]3[C@H](CO)O2)CC1
  A: -19; B: -18; C: -5; D: -0.1; E: /; F: 1; G: -0.1; H: /

CN(C)C(CNc1ncccn1)c1ccccc1 (configuration not stated)
  A: 10; B: -4; C: 0; D: /; E: -9; F: 5; G: -0.1; H: -1

Cc1ccccc1-c1ccc2c(c1)O[C@@H](CN(C)C(=O)Nc1ccccc1)[C@@H](C)CN([C@@H](C)CO)S2(=O)=O
  A: /; B: -1; C: -7; D: -0.2; E: -2; F: 5; G: -0.5; H: -26

C[C@@H]1CN([C@H](C)CO)C(=O)CCCn2nncc2CO[C@H]1CN(C)Cc1ccc(Oc2ccccc2)cc1
  A: 21; B: 0&5; C: 70*!; D: 0.5&0.0; E: -3&-11; F: -3&-3&2; G: 0.5&-0.2; H: -1&-9

CCOc1ccc2oc(C(=O)OCC(=O)NC3CCCCC3)c(C)c2c1
  A: 7; B: 0; C: -5; D: /; E: -12; F: 3; G: 1.0; H: 1

O=C(NNS(=O)(=O)c1ccc(Br)cc1)C1CCCCC1
  A: -3; B: /; C: -4; D: /; E: -1; F: -6; G: 0.0; H: -1

CCOC(=O)c1ccc(S(=O)(=O)N2CCN(CC3CC=CCC3)CC2)cc1 (configuration not stated)
  A: -5; B: 1; C: /; D: /; E: -10; F: 0; G: /; H: 19

COC(=O)c1ccccc1NC(=O)CCC(=O)N1CCSc2ccccc21
  A: -6; B: 2; C: 15; D: 0.0; E: -8; F: -3; G: 0.1; H: 1

O=C(CSc1ncc(-c2ccccc2)[nH]1)Nc1cccc(O)c1
  A: /; B: -3; C: -2; D: /; E: -24; F: 16; G: /; H: -4

COC(=O)[C@]12C[C@H](CC(=O)N3CCC(c4ccccc4)CC3)C(=O)N(CCC3=CCCCC3)C1=C[C@H](C(C)(C)C)O[C@@H]2C
  A: -3; B: /; C: 11; D: 0.5; E: 0; F: /; G: 0.2; H: 0

CC(=O)c1cccc(CN2CCC(n3nccc3NC(=O)c3ccc4c(c3)OCO4)CC2)c1
  A: -2; B: 4; C: 10; D: -0.3; E: -18; F: -10; G: 0.2; H: -4

COc1ccc(S(=O)(=O)N2CCCCCC2)cc1C(=O)N1CCN(C(C)=O)CC1
  A: -2; B: 14; C: -12; D: 0.1; E: -11; F: 5; G: 0.1; H: -5

c1ccc(CN2CCC3CC2c2cc(N4CCCCC4)ccc23)cc1 (configuration not stated)
  A: /; B: -8; C: 0; D: 0.7; E: -31; F: -9; G: 0.1; H: -8

COc1ccc(S(=O)(=O)Nc2ccc3c(c2)CC(=O)N([C@@H](C)CO)C[C@H](C)[C@H](CN(C)C(=O)Nc2c(C)noc2C)O3)cc1
  A: 1; B: -2; C: -1; D: 0.1; E: 2; F: -3; G: 0.3; H: 11
